Assay outcomes (PubChem BioAssay)
CFTR F508del cor = F508del CFTR correction, initial screen, CFBE line, single point; actives 0.36% (n = 350,000); CFBE cells, YFP halide quenching; stimulated with forskolin plus potentiator P3; % fluorescence drop versus neutral controls; activity (quench increase), % at 7.58 µM;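 active means mean added fluorescence quench of at least 8% versus neutral control, with both replicates also reaching 8%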;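 further: cells transiently co-express mutant CFTR-F508del with the halide-sensitive YFP; corrector assay measuring rescue of mutant channel to the surface after 24 h compound exposure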
RAD54 branch = inhibitors of human RAD54 branch migration, primary screen, biochemical, fluorescence, single point | RAD54 Holliday junction branch migration, FAM/BHQ fluorescence | inhibition, % at 10.4 µM | actives 0.14% (n = 360,000);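 active means mean normalized replicate activity at least 40 and at least half of replicates scoring 40 or more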;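 further: 0% = median of neutral control wells and 100% = median of positive control wells; inhibitors cause a drop in the FAM fluorescence signal; in these data hits start at about 50%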
Target sequence (Q92698 whole entry, looked up): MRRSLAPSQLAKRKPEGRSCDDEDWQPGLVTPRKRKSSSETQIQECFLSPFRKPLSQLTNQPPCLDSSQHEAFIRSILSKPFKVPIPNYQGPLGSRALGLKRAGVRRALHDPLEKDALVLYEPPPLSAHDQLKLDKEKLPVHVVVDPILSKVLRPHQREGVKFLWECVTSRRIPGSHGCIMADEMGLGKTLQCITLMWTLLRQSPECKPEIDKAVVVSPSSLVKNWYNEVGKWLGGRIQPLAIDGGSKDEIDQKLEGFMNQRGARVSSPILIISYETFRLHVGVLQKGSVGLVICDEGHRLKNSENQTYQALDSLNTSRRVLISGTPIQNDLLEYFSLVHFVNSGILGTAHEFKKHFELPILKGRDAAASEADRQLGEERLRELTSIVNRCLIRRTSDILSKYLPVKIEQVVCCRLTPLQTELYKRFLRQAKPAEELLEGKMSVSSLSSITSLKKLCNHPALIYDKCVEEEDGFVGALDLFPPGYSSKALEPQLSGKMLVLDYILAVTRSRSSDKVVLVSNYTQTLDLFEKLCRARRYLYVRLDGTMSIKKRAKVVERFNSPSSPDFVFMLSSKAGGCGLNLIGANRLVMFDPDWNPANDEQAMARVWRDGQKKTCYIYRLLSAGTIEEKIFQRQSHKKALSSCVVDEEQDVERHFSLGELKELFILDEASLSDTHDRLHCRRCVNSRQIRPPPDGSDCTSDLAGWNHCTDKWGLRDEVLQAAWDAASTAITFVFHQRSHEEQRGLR
esBAF inh = Bmi1 luciferase reporter increase in mESCs, primary screen, esBAF inhibitor project, mouse ES cells, Bmi1 luciferase knock-in, single point | reporter increase, % at 12.5 µM | actives 2% (n = 350,000) | 24 h; 100% = twice the neutral-well signal; in the data active means activation above about 40%;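 further: 0% = median of the plate's neutral control wells and 100% = double that signal; a rise in the Bmi1 reporter signal indicates esBAF inhibition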
ARNT-TACC3 inh = disruptors of ARNT/TACC3 protein interaction, primary screen, biochemical, AlphaScreen, single concentration | AlphaScreen His-ARNT PAS-B/GST-TACC3 binding, luminescence; TACC3 fragment carries E629A point mutation | inhibition, % at 9.99 µM | Transforming acidic coiled-coil-containing protein 3 (Homo sapiens), Q9Y6A5 | AID 623870, 2012 | actives 0.66% (n = 390,000);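 active means mean inhibition of replicates at least 50% and at least half of replicates each reaching 50%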;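 further: 0% = complete ARNT plus TACC3 wells and 100% = ARNT alone without TACC3; many hits fall short of the cut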
INS-1E GSIS act = GLuc luminescence reporter in INS-1E cells, primary screen for activators of glucose-dependent secretion of insulin; actives 0.61% (n = 370,000); activation, % at 16.6 µM; INS-1E GLuc reporter insulin secretion, 2-3 h;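 active means lowest replicate activation of at least 40%, so every replicate reaches that level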;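 further: 0% = median of neutral control wells and 100% = median of IBMX positive control wells; some compounds called inactive have numbers as strong as hits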
XiGFP reactiv = activators of inactive X chromosome reactivation, primary screen, imaging, XiGFP fibroblasts, GFP high-content imaging, set 2. XiGFP mouse fibroblasts, % GFP-positive cells imaging, 3 d; cells co-treated with 5-aza-dC sensitizer; scaled so ellipticine positive control = 100%. activation, % at 7.58 µM. actives 0.055% (n = 360,000). AID 743238, 2013;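 active means mean normalized replicate activation at least 10% and every replicate at or above 10%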;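 further: 0% = median of on-plate neutral control wells and 100% = ellipticine 6 µM median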
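System: 68-5-11 XiGFP fibroblast line; Timing: 3 days compound exposure; Compound dosing: one concentration, pinned; Benchmarks: positive control ellipticine, 6 µM final; Buffer or medium: DMEM containing 5-aza-dC.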
RAD52 anneal inh = RAD52 DNA annealing inhibitors, primary screen, biochemical, FRET, single point, set 2 | actives 0.46% (n = 360,000) | DNA repair protein RAD52 homolog (Homo sapiens), P43351 | recombinant RAD52 DNA annealing, FRET fluorescence | inhibition, % at 18.7 µM;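 active means every replicate showing at least 50% inhibition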
ERAP1 HTS inh = human ERAP1 aminopeptidase inhibitors, primary screen, biochemical, single point, plate reader. Endoplasmic reticulum aminopeptidase 1 (Homo sapiens), Q9NZ08. recombinant ERAP1, Leu-AMC fluorescence, 60 min. inhibition, % at 10.7 µM. actives 0.15% (n = 340,000). AID 652197, 2013;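 active means mean replicate inhibition of at least 30%, or all replicates individually reaching that 30% level; inactive means mean below 30% and not every replicate reaching it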;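 further: 0% = neutral control wells and 100% = L-leucinethiol positive control wells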
The depositor's hits bear a star; i = inactive; nt = no result given; & = joins results of further samples.

SMILES	CFTR F508del cor	RAD54 branch	esBAF inh	ARNT-TACC3 inh	INS-1E GSIS act	XiGFP reactiv	RAD52 anneal inh	ERAP1 HTS inh
C[C@H]1CN([C@@H](C)CO)C(=O)Cc2cc(NC(=O)C3CC3)ccc2O[C@H]1CN(C)Cc1ccc(Oc2ccccc2)cc1	1.3&1.8	9&6	0&-15	-2&1	-14&-28	0.1&0.0	15&-12	2&-3
O=S(=O)(c1ccccc1F)N1CC[C@@H]2[C@@H](CO)Nc3ccc(-c4ccc(F)cc4)cc3[C@@H]21	4.9	1	-4	-12	-24	0.1	nt	nt
C[C@H](CO)N1C[C@H](C)[C@H](CN(C)Cc2ccccc2)Oc2ccc(NC(=O)Nc3ccc(F)cc3)cc2CC1=O	2.5	5	-1	2	-14	-0.1	1	0
CCN(CC(=O)Nc1cccc(S(=O)(=O)N(C)c2ccccc2)c1)Cc1cccs1	-0.5	-3	7	-2	-36	0.4	-21	-1
C[C@H](CO)N1C[C@H](C)[C@H](CN(C)C(=O)Cc2cccnc2)Oc2cc(-c3cncnc3)ccc2S1(=O)=O	-1.1	-4	-5	9	7	-0.8	27	-6
O=C(NCc1ccco1)C1CCCN1C(=O)Nc1ccccc1 (stereo not given)	-2.6	nt	-5	-3	22	0.0	-11	nt
O=C(O)C1CCN(C(=O)CCc2ccccc2)CC1	1.3	nt	nt	5	8	0.2	-8	-4
CCNc1nc(NCC)nc(N/N=C/c2ccc(Br)cc2)n1	2.5	nt	nt	11	0	0.0	-2	-4
CCCCN(C)CCCNC(=O)/C=C1\Sc2ccccc2NC1=O	0.7	16	-7	-7	-6	0.3	5	nt
O=C(OCC(=O)c1c[nH]c2ccccc12)c1cccc(S(=O)(=O)N2CCCCCC2)c1	0.7	0	7	1	-21	0.0	-18	-1
Cc1cc(C)c2c(=O)n(CC(=O)Nc3ccc(Br)c(C)c3)sc2n1	-5.1	nt	1	6	-14	-0.1	-13	0
CCOC(=O)c1ccc(NC(=O)c2ncn3c2C(=O)N[C@H](C)C3)cc1	1.1	4	7	nt	-6	-0.1	7	3
O=C(NC(=S)Nc1ccc(NC(=O)c2cccs2)cc1)c1ccc([N+](=O)[O-])cc1	1.4	6	2	-65	4	-0.1	-13	-1
Cc1noc(C)c1-c1ccc2ncnc(NCC3CCCCN3C)c2c1 (stereo not given)	1.5	-1	-8	1	25	-0.4	10	nt
COc1ccc(OC)c(/C=C2\N=C(c3ccccc3)OC2=O)c1	-1.2	7	4	-7	5	0.4	i	0
COC(=O)c1c(NC(=O)CN2CCC3(O)CCCCC3C2c2ccc(F)cc2)sc(C)c1C (stereo not given)	nt	0	nt	-14	-4	-0.1	nt	nt
CCC(=O)N1CC2(C1)CN(C(=O)CN1CCOCC1)[C@H](CO)c1c2c2ccc(OC)cc2n1C	0.0	nt	nt	nt	13	0.0	3	-2
CC(C)(C)C(=O)Nc1ccc(N=Nc2ccccc2)cc1	-2.3	-4	-61	-2	-13	0.0	-6	5
Cc1noc(C)c1S(=O)(=O)N(C)C[C@@H]1OCc2cn(nn2)CCCC(=O)N([C@@H](C)CO)C[C@@H]1C	-2.1	0	4	-4	-1	-0.1	-17	-6
O=C(NO)c1ccccc1O	-3.8	7	2	-6	19	0.1	-1	1
CCCCCCCCNS(=O)(=O)CCNCc1ccc(OC)cc1	-3.4	-2	-16	-2	-29	0.2	-2	-1
CCn1ccnc1CN(C)Cc1cn[nH]c1-c1ccc(OC)c(F)c1	-2.3	-2	2	7	13	0.0	0	1
CCN(CC(=O)N1CCOCC1)S(=O)(=O)c1ccc(F)cc1	0.5	3	-8	-17	20	0.1	-6	-1
O/C(=C\c1nc2ccccc2[nH]1)c1cccs1	-2.7	1	42*	8	26	0.3	-15	0
CNC[C@@H]1Oc2cc(C#CC3(O)CCCC3)ccc2S(=O)(=O)N([C@@H](C)CO)C[C@H]1C	0.3	18	0	-1	28	0.0	1	1
COc1ccc(NC(=O)N2CC[C@@H]3[C@@H](CO)N(C)c4ccc(-c5cccc(C(=O)N(C)C)c5)cc4[C@@H]32)cc1	1.1	10	8	-12	-12	0.0	10	0
COc1ccc([N+](=O)[O-])cc1N(CC(O)CN1CCCC1)S(=O)(=O)c1ccc(C)cc1 (stereo not given)	-1.8	-1	0	-2	-7	0.0	-6	-6
O=C(Nc1ccc(Cl)cc1)N1C[C@@H]2[C@H](c3ccccc31)[C@@H](CO)N2C(=O)C1CC1	0.1	13	13	-4	-7	0.1	-7	-1
O=C(/C=C\c1ccc2c(c1)OCO2)Nc1c2c(nn1-c1ccc(Cl)cc1)CSC2	0.9	15	1	-6	nt	0.2	-11	2
COc1cc2ccccc2cc1C(=O)Nc1ccc(CN2CCOCC2)cc1	2.7	1	11	7	13	nt	22	-1

Among those listed so far, these have bromine.
SMILES	CFTR F508del cor	RAD54 branch	esBAF inh	ARNT-TACC3 inh	INS-1E GSIS act	XiGFP reactiv	RAD52 anneal inh	ERAP1 HTS inh
CCNc1nc(NCC)nc(N/N=C/c2ccc(Br)cc2)n1	2.5	nt	nt	11	0	0.0	-2	-4
Cc1cc(C)c2c(=O)n(CC(=O)Nc3ccc(Br)c(C)c3)sc2n1	-5.1	nt	1	6	-14	-0.1	-13	0

(more compounds)
SMILES	CFTR F508del cor	RAD54 branch	esBAF inh	ARNT-TACC3 inh	INS-1E GSIS act	XiGFP reactiv	RAD52 anneal inh	ERAP1 HTS inh
COC(=O)[C@H]1C[C@@]2(O)CN(S(=O)(=O)c3ccc(C)cc3)C[C@@]2(OC(=O)NCc2ccccc2)C[C@H]1C(=O)OC	-1.6	2	0	nt	2	-0.1	-11	0
C[C@@H]1CN([C@H](C)CO)C(=O)c2cc(NC(=O)CCC(F)(F)F)ccc2O[C@@H]1CN(C)Cc1ccc(-c2ccccc2)cc1	0.8	6	-5	3	-23	-0.6	-21	-1
O=C(NCCc1ccccc1)c1cccc2c1C(=O)c1ccc(N3CCOCC3)cc1S2(=O)=O	-2.5	-46	6	-4	9	-0.3	-219	-2
Cn1cc(CCC(=O)NC2CC2)c2ccccc21	0.8	3	5	-7	10	0.0	3	-2
CCOc1cccc2c1OC1(CCCCC1)N1N=C(c3cccnc3)CC21 (stereo not given)	nt	nt	nt	3	nt	0.1	-39	3
O=C(c1ccncc1)N(c1ccc2oc3c(c2c1)CCCC3)S(=O)(=O)c1cccc([N+](=O)[O-])c1	0.0	nt	nt	0	3	0.1	-7	3
CCOC(=O)[C@]12CCCC=C1N(Cc1cccc3ccccc13)C(=O)[C@H](CC(=O)NCCCOC)C2	2.7	nt	nt	nt	-20	-0.1	-1	1
CCC(=O)N(C)C[C@@H]1Oc2ncc(C#Cc3ccccc3OC)cc2C(=O)N([C@@H](C)CO)C[C@@H]1C	-3.2	-3	-1	-20	12	-1.1	8	4
CCOC(=O)C1(C)NC(c2ccc(OC)c(OC)c2)C2C(=O)N(c3cccc(C(C)=O)c3)C(=O)C21 (stereo not given)	6.0	1	7	nt	nt	0.0	-8	0
Cc1cc(C)cc(NC(=O)C(=S)NCc2ccccc2)c1	-0.6	0	-2	10	18	0.0	3	3
Cc1noc(C)c1NC(=O)Nc1ccc2c(c1)C(=O)N([C@H](C)CO)C[C@@H](C)[C@@H](CN(C)Cc1ccc(C(=O)O)cc1)O2	0.0	-2	-1	8	13	-1.4	3	1
CCOC(=O)CN1CCCc2nc(C)c(C)cc21	4.3	nt	nt	nt	nt	0.4	-165	-5
O=C(CN1CCSCC1)N/N=C/c1ccc(F)c(F)c1	nt	-1	-2	-24	4	nt	nt	nt
O=C(C1CC1)N1CC2(C1)[C@H](c1ccccc1)[C@@H](CO)N2Cc1ccccc1F	7.4	nt	nt	nt	5	0.2	8	0
O=C(C[C@@H]1C/C=C/CC[C@@H](Cc2ccc(F)cc2)C(=O)O[C@@H](c2ccccc2)CNC1=O)NCCO	2.4	8	0	-8	-4	-0.1	-7	nt
O=C(C(=O)N1CCN(C(=O)c2ccccc2C(F)(F)F)CC1)c1cccc(C(F)(F)F)c1	0.1	nt	nt	nt	6	0.0	-8	2
Cc1nc2ccccc2c2oc(C(=O)NCCCN3CC(C)CC(C)C3)cc12 (stereo not given)	-1.0	41	4	5	37	0.5	17	-2
CN(N)C(=S)Nc1ccc(Cl)cc1	-3.7	nt	nt	1	-34	0.0	2	-16
O=C(Nc1cccc(F)c1)N1CCCCN2[C@@H](CO)[C@@H](c3ccc(-c4ccccc4F)cc3)[C@@H]2C1	-1.2	-6	nt	16	-9	0.3	2	-3
CC[C@H](C)[C@@H](C(=O)N1CCNCC1)n1cc([C@@H](N)CO)nn1	0.1	8	-4	7	-4	0.2	-17	0
C[C@@H]1CN([C@H](C)CO)S(=O)(=O)c2ccc(-c3cccc(F)c3)cc2O[C@H]1CN(C)C(=O)C1CC1	-2.2	11	-5	12	7	-0.7	3	0
O=C(c1ccc(F)cc1)N1CC(=O)N2[C@H](C1)[C@H](c1ccc(C#CC3CCCCC3)cc1)[C@@H]2CO	-0.4	nt	nt	nt	-15	0.0	-3	0
COc1cccc(OCC(=O)NNC(=O)CCc2ccccc2)c1	-0.7	nt	nt	1	0	0.0	-14	-1
COc1ccc(/C=C/C=C2\N=C(SC)SC2=O)cc1	nt	nt	nt	6	12	-0.1	-168	-1
CCCCc1c(O)nc(SC2CC(=O)N(c3ccc(C(=O)OCC)cc3)C2=O)[nH]c1=O (stereo not given)	0.0	-3	8	-1	-8	0.1	-13	-6
C/C(Nc1ccc(C)cc1)=C(/C#N)C(N)=O	nt	3	-1	-1	13	nt	nt	nt
Cc1ccc(C)c(N2CCN(C(=O)c3ccc(CSc4nc5ccncc5[nH]4)cc3)CC2)c1	1.6	0	8	nt	-30	0.3	-19	nt
Cc1cc(NC(=O)CSc2nc(N)c(NC(=O)c3ccccc3F)c(=O)[nH]2)no1	-1.0	-22	-8	21	12	0.5	-20	3
COc1ccc(/C=N/Nc2nnc(Cc3ccccc3)c(=O)[nH]2)cc1	0.4	-2	2	-4	5	0.0	3	-4
O=C(Nc1ccc(Br)c2cccnc12)c1ccc(Cn2cc([N+](=O)[O-])cn2)o1	-1.5	4	1	0	nt	-0.1	-28	-5
Nc1nn(-c2ccccc2)c(N)c1N=Nc1ccccc1F	4.2	nt	nt	12	4	0.3	-11	1
CC(=O)C1=C(O)C(=O)N(Cc2cccnc2)C1c1ccc(O)cc1 (stereo not given)	-2.4	nt	-1	nt	11	-0.1	-15	-3
CC1CCCCN1C(=O)CSc1nc2ccsc2c(=O)n1Cc1ccccn1 (stereo not given)	nt	-4	2	-2	10	nt	nt	nt
Cc1cc(O)ccc1-c1cc(C(=O)NCc2cc(C(F)(F)F)cc(C(F)(F)F)c2)[nH]n1	-1.1	1	-3	nt	-28	0.0	1	0
O=C(Cc1ccccn1)NCC[C@H]1CC[C@@H](NS(=O)(=O)c2ccccc2)[C@@H](CO)O1	-1.3	0	1	11	12	-0.2	-24	5
COc1ccc(CCN(C)C(=O)c2ccc3c(=O)n4c(nc3c2)CCCCC4)cc1OC	2.1	-5	6	5	15	0.0	-30	-1
COc1ccccc1CN1CC[C@@H]2[C@H]1c1cc(-c3ccc(C(=O)N(C)C)cc3)ccc1N[C@@H]2CO	1.8	0	3	5	2	0.0	-98	-7
